STK33 inh – blocks human STK33 kinase activity | Q9BYT3 | purified STK33, MBP phosphorylation, ADP-Glo luminescence | inhibition, % at 10 µM | actives 0.073% (n = 320,000) | AID 2661;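 active = inhibition at or above 25%, using the most active replicate where run in duplicate; inactive = inhibition below 25%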
Target sequence (Q9BYT3 whole entry, looked up): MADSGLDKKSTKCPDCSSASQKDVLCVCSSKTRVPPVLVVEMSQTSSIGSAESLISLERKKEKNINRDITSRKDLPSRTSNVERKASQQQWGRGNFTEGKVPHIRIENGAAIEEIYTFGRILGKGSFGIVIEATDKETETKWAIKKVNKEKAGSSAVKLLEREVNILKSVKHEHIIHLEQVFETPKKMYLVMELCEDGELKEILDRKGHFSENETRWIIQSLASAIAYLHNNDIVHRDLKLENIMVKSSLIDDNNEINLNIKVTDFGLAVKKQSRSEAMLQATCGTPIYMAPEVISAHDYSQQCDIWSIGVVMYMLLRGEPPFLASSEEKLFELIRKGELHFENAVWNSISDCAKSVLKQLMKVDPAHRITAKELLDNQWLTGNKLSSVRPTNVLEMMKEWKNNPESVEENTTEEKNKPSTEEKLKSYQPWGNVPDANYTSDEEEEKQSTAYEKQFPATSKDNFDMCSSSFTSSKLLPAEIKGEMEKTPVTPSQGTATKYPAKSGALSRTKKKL
Kir21 block – Kir2.1 (mouse) channel inhibition | P35561 | actives 0.85% (n = 310,000) | AID 1672 | B-score at 10 µM | HEK293-Kir2.1, FluxOR thallium flux fluorescence; hits give low values;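 active = fluorescence ratio B-score at or below minus 3 SD of library scores, with starting-brightness B-score within 2 SD, cut at about -4.2 in these data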;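 note: channel flux triggered by added potassium and thallium sulfate stimulus; B-score of peak minus minimum fluorescence over baseline after thallium stimulus; more negative B-score means stronger Kir2.1 block with less thallium influx; some compounds called inactive have numbers as strong as hits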
Target sequence (P35561 whole entry, looked up): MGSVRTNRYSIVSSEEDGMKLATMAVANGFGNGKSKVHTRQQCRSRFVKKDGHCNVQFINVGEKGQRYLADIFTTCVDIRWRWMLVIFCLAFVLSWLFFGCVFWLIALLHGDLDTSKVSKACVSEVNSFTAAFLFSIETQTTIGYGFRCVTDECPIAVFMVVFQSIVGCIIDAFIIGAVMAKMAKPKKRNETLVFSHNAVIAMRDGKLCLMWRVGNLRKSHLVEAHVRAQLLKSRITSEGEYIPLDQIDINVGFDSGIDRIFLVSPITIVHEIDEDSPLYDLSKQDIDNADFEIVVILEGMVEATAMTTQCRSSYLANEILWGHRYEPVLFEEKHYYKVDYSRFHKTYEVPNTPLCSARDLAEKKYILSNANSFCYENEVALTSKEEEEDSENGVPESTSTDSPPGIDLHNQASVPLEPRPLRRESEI
* marks the source's active call; other numbers are inactive results; x = no result given; & = joins results of further samples. Hits appear at their usual frequency; any-hit rate near 0.84%.

nr	SMILES	STK33 inh	Kir21 block
1	COc1ccc(N2CCN(C(=O)NC34CC5CC(CC(C5)C3)C4)CC2)cc1	-1.6	0.5
2	COc1ccc([C@H]2CC(=O)C=C(c3cc(Cl)ccc3C)C2)cc1	-0.5	x
3	CCCCC(O)(C(NC=O)C(=O)OC)C(F)(F)F (stereo not given)	-0.7	0.09
4	CC(C)Cc1nnc(NC(=O)Cc2cccs2)s1	0.0	-0.1
5	O=C(COC(=O)c1cc(S(=O)(=O)N2CCOCC2)ccc1F)NCc1ccco1	0.2	0.67
6	CN(C)/C=C/c1oc2ccc(O)cc2c1[N+](=O)[O-]	-0.1	0
7	CCn1c(CNc2cccc(Cl)c2)nnc1SCc1ccccc1	-1.7	0.61
8	CCOC(=O)Cn1nc(C(F)F)c(Br)c1C	0.7	-0.84
9	CC(=O)[C@H]1CC[C@H]2[C@@H]3CCC4=CC(=O)CC[C@]4(C)[C@H]3CC[C@]12C	-1.2&9.9	-1.1
10	Cc1ccc(C(=O)OC(C(=O)O)C(OC(=O)c2ccc(C)cc2)C(=O)O)cc1 (stereo not given)	2.9	x
11	COc1ccc(CCN2CCCn3c2nc2c3c(=O)n(CC(N)=O)c(=O)n2C)cc1OC	8.9	-0.43
12	CN(CCC1CCCCO1)Cc1cn(C)nc1-c1ccc2c(c1)OCCO2 (stereo not given)	-2.7	-0.04
13	CCc1ccccc1OCc1nc2ccc(S(=O)(=O)N3CCOCC3)cc2[nH]1	0.1	-2.2
14	COc1ccc(OC)c(S(=O)(=O)Nc2cc(C)on2)c1	0.0	0.91
15	COc1ccc(NC(=O)c2sc3nc(-c4cccnc4)ccc3c2N)cc1OC	-0.8	1.1
16	CCOC(=O)C1CCN(Cc2ccc(OCc3ccccc3)cc2)CC1	0.8	-3.8
17	CCOC(=O)COc1ccc(C(=O)NC2CCCCC2)cc1	-1.4	2.3
18	Cc1ccc(S(=O)(=O)NCC(=O)NCC(=O)OCc2c(F)cccc2Cl)cc1	0.6	-0.17
19	COc1ccc2c(c1)c1nc3ccccc3nc1n2CC(=O)OC(C)C	-0.3	0.65
20	COC(=O)Cn1c(C(F)(F)F)nc2ccccc21	-2.1	0.11
21	Cc1cccc(C(C#N)c2ccc(Cl)nn2)c1 (stereo not given)	0.2	-1.8
22	Cc1noc(C)c1COc1ccc(C(=O)N2CCC(C)CC2)cc1	0.0	x
23	CCn1nnnc1SCC(=O)c1cccc(OC)c1	-2.0	-1.4
24	O=C(CNS(=O)(=O)c1ccc(C(=O)N2CCCCC2)cc1)N1CCCCC1	-2.2	0.99
25	O=[N+]([O-])c1ccc(O)c(-c2cc(C(F)(F)F)nc(-c3ccccc3)n2)c1	-0.6	0.11

2 compounds drawn at random from the list so far:
nr	SMILES	STK33 inh	Kir21 block
20	COC(=O)Cn1c(C(F)(F)F)nc2ccccc21	-2.1	0.11
18	Cc1ccc(S(=O)(=O)NCC(=O)NCC(=O)OCc2c(F)cccc2Cl)cc1	0.6	-0.17

(listing goes on)
nr	SMILES	STK33 inh	Kir21 block
26	COC(=O)c1sc(N)c(C(=O)OC)c1CSc1nnc(-c2ccccc2Cl)n1C	-0.4	0.03
27	O=C(c1ccco1)N(CC1CCCO1)c1nc(-c2ccccc2)cs1 (stereo not given)	-0.9	-0.05
28	Cn1nc(-c2ccc(C(=O)NCCO)cc2)c2ccccc2c1=O	3.4	0.91
29	CCCC(C(=O)NC1=NCCS1)c1ccccc1 (stereo not given)	-1.2	-0.38
30	CC(=O)c1sc(NC(=O)c2oc3ccc(F)cc3c2C)nc1C	-2.7	x
31	Cc1cc(C)c(S(=O)(=O)N2CCCOC2CNC(=O)C(=O)NCCC2=CCCCC2)c(C)c1 (stereo not given)	-0.7	0.65
32	Cc1cccc(NC(=O)[C@@H]2CCCN2C2=NS(=O)(=O)c3ccccc32)c1C	-0.1	x
33	O=C(NCCO)c1ccc(CSc2nc3ccccc3[nH]2)cc1	-0.9	1.4
34	CCc1ccc(NC(=S)Nn2cnnc2)cc1	0.5	-0.38
35	COc1ccc(Nc2nc(N)c([N+](=O)[O-])c(N3CCCC3)n2)cc1	14	-0.09
36	Cn1c(CCN2CCCCC2)nc2cc(NS(=O)(=O)c3ccccc3)ccc21	-1.2	0.05
37	COc1ccc(C(=O)OCc2c(C)noc2C)cc1	-0.6	0.02
38	CC(CCc1ccccc1)NC(=O)COC(=O)c1ccc(S(C)(=O)=O)c([N+](=O)[O-])c1 (stereo not given)	0.8	0.57
39	Cc1cc(=O)oc2cc(OCC(=O)OCC(=O)N3CCC(C)CC3)ccc12	0.2	-1.1
40	CCn1c(SCC(=O)N2c3ccccc3Sc3ccccc32)nc2c1c(=O)n(C)c(=O)n2C	-1.5	-0.16
41	CC(C)C(=O)N1CCN(c2ccccc2NC(=O)c2cc([N+](=O)[O-])ccc2N2CCOCC2)CC1	-1.3	1.5
42	O=C(NCc1ccccc1)c1cccc(Br)n1	-0.6	0.38
43	COc1ccc(N(CC(=O)N2CCOCC2)S(C)(=O)=O)cc1Cl	-1.3	0.73
44	Cc1cc([N+](=O)[O-])c(-c2ccc(/C=N/n3cnnc3)o2)cc1Cl	0.6	2
45	C=CCOC(=O)Nc1snnc1C	x	-0.35
46	O=C(O)c1ccc(NS(=O)(=O)c2cc(Cl)ccc2Cl)cc1O	-0.7	0.7
47	CCOc1cccc(CN2CCC(n3nccc3NC(=O)C3CCCC3)CC2)c1	-1.1	0.37
48	O=C(O)c1ccc2c(c1)C(=O)N(CCc1ccccc1)C2=O	x	0.05
49	CCn1c(=O)c2cc(C(=O)NC(C)C)sc2c2ccccc21	3.2	-0.74
50	CCCCC(=O)Nc1c(-c2cccc(OC)c2)c(=O)c2ccccc2n1C	-0.3	-1.5

Structural class, the compounds so far containing a thiophene ring, fused or not
nr	SMILES	STK33 inh	Kir21 block
4	CC(C)Cc1nnc(NC(=O)Cc2cccs2)s1	0.0	-0.1
15	COc1ccc(NC(=O)c2sc3nc(-c4cccnc4)ccc3c2N)cc1OC	-0.8	1.1
26	COC(=O)c1sc(N)c(C(=O)OC)c1CSc1nnc(-c2ccccc2Cl)n1C	-0.4	0.03
49	CCn1c(=O)c2cc(C(=O)NC(C)C)sc2c2ccccc21	3.2	-0.74

Continued:
nr	SMILES	STK33 inh	Kir21 block
51	N=c1c(C(=O)NCc2ccco2)cc2c(=O)n3ccccc3nc2n1Cc1ccccc1	-2.7	0.51
52	COc1cc(SC)ccc1C(=O)OCC(=O)NCCNC(=O)COC(=O)c1ccc(SC)cc1OC	-1.4	-0.24
53	C/C(Cc1ccccc1)=N\NC(=O)CNC(=O)/C=C\c1ccccc1	-0.7	0.07
54	O=C(NNC(=S)NC(=O)c1ccccc1)c1ccc([N+](=O)[O-])cc1	1.0	1.2
55	C=CCNc1nc(C(=O)OCC)nc2ccccc12	7.5	0.97
56	COCCNC(=O)c1ccc(CS(=O)(=O)c2ccc(C)cc2)o1	-1.3	-1.6
57	O=[N+]([O-])c1ccccc1/C=C/C=N/Nc1nc(N2CCCCC2)nc(N2CCCCC2)n1	0.4	1.5
58	COc1ccc(C(C#N)N2CCOCC2)cc1 (stereo not given)	1.0	0.08
59	Cc1cccc(S(=O)(=O)Nc2ccc(-n3c(C)nc4ccccc4c3=O)cc2)c1	-1.5	-1.2
60	C/C(=N\NC(=O)Cc1ccc(Cl)cc1)c1ccc(F)cc1	-0.5	1
61	O=C(Nc1cc([N+](=O)[O-])ccc1N1CCCC1)c1ccco1	2.7	-0.06
62	COc1cccc(/C=N/NC(=S)Nc2cccc(C(=O)O)c2)c1O	-0.5	0.49
63	N#C/C(=C/c1ccc(F)cc1)c1nnc(NC(=O)c2ccccc2)s1	-0.3	1.7
64	Cc1ccc(S(=O)(=O)Oc2ccccc2/C=C2/SC(=O)NC2=O)cc1	1.3	-2
65	CC(=O)c1ccc(C#CC(C)(C)O)s1	-5.7	0.17
66	COC(=O)CSC1=C(C#N)C(c2cccc(F)c2)CC(=O)N1 (stereo not given)	-0.8	0.58
67	O=C(COC(=O)c1ccc(Cl)nc1)NCc1ccc2c(c1)OCO2	-2.2	0.11
68	O=C(C[n+]1cccc(CO)c1)Nc1nc2ccccc2s1	-0.4	-0.77
69	Cn1nc(C(C)(C)C)c([N+](=O)[O-])c1C(=O)Nc1cccc2ccccc12	-1.3	0.19
70	CCCCC(CC)C(=O)Nc1ccc(C)c(O)c1 (stereo not given)	-3.4	-2.8
71	C=CCN(c1ccccc1)S(=O)(=O)c1cccc(C(=O)Nc2nc3ccccc3[nH]2)c1	8.8	0.86
72	CCOC(=O)c1c(NC(=O)CSc2ncn[nH]2)sc(C(=O)NC)c1C	1.7	-1.2
73	NC(=O)CC(NC(=O)c1ccccc1)c1ccc(NCC2CC2)c([N+](=O)[O-])c1 (stereo not given)	0.6	1.4
74	COc1cccc(NC(=O)Cn2nnc(C(=O)NCCc3ccccc3)c2N)c1	0.5	-0.48
75	Cc1ccc2nc(N3CCN(C(=O)c4cccs4)CC3)c(C#N)cc2c1	-1.1	0
76	COc1cc2[nH]c(=S)nc(NCc3ccc(C)cc3)c2cc1OC	0.3	0.84
77	CCCCn1c(=O)c(CCC(=O)OCC(=O)NC(=O)NCCC(C)C)nc2ccccc21	-1.8	2.1
78	Cc1ccc(CNC(=O)CCSCc2ccc(C)cc2)cc1	-0.5	-0.83
79	Cn1c(N)c(C(=O)COC(=O)c2ccccc2C(=O)c2ccc(Cl)c([N+](=O)[O-])c2)c(=O)n(C)c1=O	0.0	x
80	Cc1nnc(NC(=O)c2ccc3c(c2)NC(=O)CS3)s1	-0.5	x
81	Cc1nc2c(s1)sc1ccccc12	-0.2	-0.19
82	Cc1cc(C)nc(S/C=C/C(=O)c2ccccc2F)n1	-0.5	0.36
83	O=C(COc1coc(CN2CCc3ccccc32)cc1=O)NCCc1ccccc1	1.0	-0.18
84	CC(C)(C)C1CCC2(CC1)NC(CO)(CO)CO2 (stereo not given)	-0.4	-0.37
85	CC(C)[C@H](NC(=O)c1ccccc1)C(=O)OCC(=O)Nc1sccc1C(N)=O	-0.6	x
86	CCC(NC(=O)C1CCCC1)c1ccccc1 (stereo not given)	-2.4	-1.2
87	CC(C)c1c(C(=O)N/N=C/c2ccc(Cl)cc2Cl)nnn1-c1nonc1N	-1.0	-0.64
88	NS(=O)(=O)c1cnccc1Nc1cccc(F)c1	-0.9	0.6
89	CN(C)c1nc(Oc2ccc(/C=N/O)cc2)nc(N(C)C)n1	0.5	0.88
90	CC1=C(C(=O)Nc2ccc(CC(=O)NCc3ccccc3C)cc2)SCCO1	-1.4	0.47
91	CCOC(=O)C1=C(COC(=O)CCNS(=O)(=O)c2ccc(NC(C)=O)cc2)NC(=O)NC1C (stereo not given)	4.6	1.5
92	CC(=O)c1ccc(NC(=O)CCCC(=O)c2ccccc2)cc1	-1.3	0.34
93	CCOCCCNC(=O)c1ccc(CS(=O)(=O)Cc2cccc(C)c2)o1	0.3	-1.2
94	Cc1ccc(NC(=O)CSc2nnc(-c3ccccn3)n2C)cc1	-0.3	0.31
95	CCOC(=O)c1cc2c(C)n(-c3ccc(N(C)C)cc3)c(C)c2cc(C(=O)OCC)c1=O	0.5	-1
96	COc1cc(CNC(C)c2ccccc2)cc(Cl)c1OCC(=O)Nc1ccccc1 (stereo not given)	1.5	-9.5*
97	COCCCNC(=O)c1ccc(C2SCC(=O)N2Cc2ccco2)cc1 (stereo not given)	-0.7	0.87
98	O=C1CNC(=O)/C1=C/c1ccccc1	-0.6	0.37
99	Cc1csc(NC(=O)CSc2nsc(SCC(=O)Nc3nc(C)cs3)c2C#N)n1	-1.1	0.05
100	CCOc1ccc(-c2cc(C(=O)OC)[nH]n2)cc1	-0.7	0.34

(cont.)
nr	SMILES	STK33 inh	Kir21 block
101	O=C(NCCCOc1cccc(CN2CCCCC2)c1)c1ccc(Cl)c(Cl)c1	-1.2	-3
102	CCNc1ccc(S(=O)(=O)N2CCCCC2)cn1	-0.2	x
103	OCC1(CCOc2ccccc2)CCN(Cc2cn[nH]c2-c2ccccc2)CC1	-1.6	-0.1
104	COC(=O)c1c(-c2ccccc2)csc1NC(=O)C1CC=CCC1C(=O)O (stereo not given)	-1.2	0.92
105	CN(c1ccccc1)c1ccc(/C=C/[N+](=O)[O-])cc1	-0.8	-11*
106	CCOC(=O)C1=C(C)N(C)C(=S)N(C)C1c1ccc(OC)cc1 (stereo not given)	0.0	0.79
107	CCc1nnc(NC(=O)c2ccc(COc3ccc(C)cc3)o2)s1	1.1	-0.17
108	CC12CCC(C(=O)Nc3ncc([N+](=O)[O-])s3)(OC1=O)C2(C)C (stereo not given)	-0.8	-0.01
109	CC1CCN(S(=O)(=O)c2ccc(C(=O)Nc3ncccc3O)cc2)CC1	-0.5	1.9
110	Cc1oc(-c2cccc(Cl)c2)nc1CS(=O)(=O)CC(=O)NC1CCCC1	1.1	0.79
111	CCNc1ccc(Br)cc(C(=O)/C=C/c2ccc(Cl)cc2)c1=O	-1.9	-0.31
112	CCCCc1cc(=O)oc2cc(OC(C)C(=O)NCc3ccccn3)c(Cl)cc12 (stereo not given)	2.0	0.45
113	CCOC(=O)N1CCN(C(=O)CCNS(=O)(=O)c2ccc3c(c2)c(=O)n(C)c(=O)n3C)CC1	x	-0.06
114	O=C(CCS(=O)(=O)Cc1ccccc1)Nc1nnc(C(F)(F)F)s1	0.0	0.7
115	CCc1c(C)c2ccc(OC3CCCCC3=O)cc2oc1=O (stereo not given)	-1.1	-0.97
116	CCn1c(SCC(=O)Nc2cccc(NC(C)=O)c2)nnc1C(C)C	-1.6	-1.8
117	CCCCOc1ccc(/C=N/NC(=O)c2csc(C)c2C)cc1	-0.6	0.83
118	CCOC(=O)CSc1nc(C)c(C(C)=O)cc1C(N)=O	-1.4	0.05
119	Cc1cc(-c2ccccc2)n[nH]1	1.1	1.2
120	Cc1cc(C)n(-c2nc3sc4c(c3c(=O)[nH]2)CCCC4)n1	-2.3	0.81
121	CC(/C=C/c1ccccc1)=N\NC(=O)Cn1cncn1	-1.2	-0.12
